Lipid droplet – hepatic lipid droplet formation modulation | inhibition, % at 6.5 µM | 240,000 compounds, 0.4% hits | AML12 mouse hepatocytes, oleate lipid droplets, BODIPY imaging;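 active means lipid droplet intensity inhibited by at least 50%, with more than 500 cells counted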
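material = mouse AML12 hepatocyte cell line, fixed after treatment | also added = 100 µM oleic acid challenge | doses = compound at 6.5 µM only | schedule = overnight exposure | technique = Image-based BODIPY and DAPI two-channel analysis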
PMI inhibition – MPI inhibition at elevated mannose 6-phosphate – biochemical, fluorescence intensity, high mannose 6-phosphate, primary screen (AID 1220). recombinant PMI enzyme, coupled fluorescence intensity; higher % means a stronger effect. inhibition, % at 20 µM, or IC50 in µM where a hit was titrated. 190,000 compounds, 0.66% hits
ER stress rescue – rescue of cells from ER stress-induced death, primary screen, 384-well, CSM14.1, thapsigargin, ATP luminescence (AID 1222); CSM14.1 thapsigargin-induced death rescue, ATP luminescence; higher % means a stronger effect; cellular ATP content (survival), % at 20 µM; hits with a dose series show EC50 in µM; 190,000 tested, under 10 active;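 active means EC50 below 50 µM in the dose-response confirmation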;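 further: death triggered by thapsigargin at about 15 µM added after 2 h compound pretreatment; cell ATP read after overnight thapsigargin exposure of roughly 18 to 22 hours; normalized against plate controls of thapsigargin alone and 5% DMSO vehicle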
P. falciparum M1AAP – malaria alanyl aminopeptidase activity blockers – biochemical, fluorogenic H-Leu-NHMec substrate, 1536-well (AID 1445); 220,000 compounds, 0.42% hits; one-dose inhibition, % at 30 µM; IC50 in µM for titrated hits; recombinant M1AAP, H-Leu-NHMec fluorogenic kinetic assay; higher % means a stronger effect;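 active means primary inhibition above the hit cutoff, then over 50% inhibition at one or more dose response concentrations, cut at about 23% in these data, passing the limit was not always enough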;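 further: plate controls were DMSO full reaction for no effect and no enzyme background for full effect; strong numbers were not always called active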
human PMI inhibition – MPI enzyme activity inhibition – biochemical, fluorescence intensity, coupled assay, primary screen (AID 1209); purified PMI enzyme, coupled fluorescence intensity; higher % means a stronger effect; inhibition, % at 20 µM; hits with a dose series show IC50 in µM; 190,000 compounds, 0.42% hits;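 further: plate controls were DMSO vehicle for no effect and wells lacking substrate for full effect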
WT yeast gro inh – growth inhibition of WT yeast, mitochondrial fusion screen | mitochondrial fusion phenotypic screen, WT strain | inhibition, % at 10 µM | 190,000 compounds, 2.1% hits | AID 1362; in the data active means inhibition above about 58%; tested in S. cerevisiae
TNAP activators – human TNAP enzyme activators, primary screen, biochemical, luminescent, no phosphate acceptor, uHTS (AID 1001); 200,000 compounds, 0.03% hits; activation fold at 20 µM; hits with a dose series show EC50 in µM; purified TNAP, luminescent activation assay, no phosphate acceptor; higher activation fold means a stronger effect; in the data active means activation fold from about 3, or a potency from the dose series; inactive means the rest, 99 in 100 with activation fold below about 1.6; further: many of its hits are not listed in these tables
Myeloid diff 2 – promotes myeloid progenitor differentiation; 360,000 compounds, 1% hits; ER-HoxA9 myeloid progenitors, lysozyme-GFP differentiation, flow cytometry; AID 624256; calls only at 10 µM;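 active means normalized GFP-positive differentiation at or above the plate's own cutoff, the solvent-only control mean plus 3 SD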;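 further: cells exposed to compound for four days before flow analysis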
K1F lysis inhibition – inhibition of K1F phage lysis, E. coli UTI89, bacterial capsule biogenesis inhibitors, alamar blue (AID 488966) | 340,000 compounds, 0.02% hits | inhibition, % at 100 µM, or IC50 in µM where a hit was titrated | E. coli UTI89 K1F phage lysis, alamar blue, 2 h; higher % means a stronger effect;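 active means phage lysis inhibition, versus mean bacterial control, above a set limit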;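 further: capsule biogenesis inhibitors block K1F phage lysis so surviving cells raise fluorescence; higher fluorescence means more inhibition of phage lysis; actives were called in the ten point dose series up to 300 µM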
WT yeast gro inh mutant strain – also measured in WT yeast gro inh; calls as there; inhibition, %; mitochondrial fusion phenotypic screen, mutant strain inhibition
Lipid droplet cells 6.5 µM – second read-out of Lipid droplet, no call of its own (marks repeat the call); cell count; measured here: cell count, cytotoxicity flag;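 cells counted across two imaged fields per well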
Myeloid diff 2 GFP+ MAC1+ % – second read-out of Myeloid diff 2, no call of its own (marks repeat the call); GFP+ MAC1+ double positive, %; measured here: differentiation confirmed by MAC1 staining
* = called active by the depositor; i = inactive; . = no result given; [ ] = dose if it differs, or a comment. Unless noted, no stated cut-off is given here; in the data, active means inhibition above about 50%; inactive means the rest.

SMILES	Lipid droplet	Lipid droplet cells 6.5 µM	PMI inhibition	ER stress rescue	P. falciparum M1AAP	human PMI inhibition	WT yeast gro inh	WT yeast gro inh mutant strain	TNAP activators	Myeloid diff 2	Myeloid diff 2 GFP+ MAC1+ %	K1F lysis inhibition
CCOc1cc(NC(=O)C2CCCO2)c(OCC)cc1NC(=O)C1CC1 (stereo unspecified)	-5	803	12%	1.5%	1%	16%	4	1	1.1	i	1.4	0.1%
CCN(CC)c1ccc(C=Nc2cc(C)cc(C)c2)c(O)c1	10	733	53%*	-4.4%	23%	23%	-6	-27	0.9	i	0.2	5.6%
Cn1c(=O)[nH]c(=O)c2c1nc(N1CCCC1)n2CCSc1nc2ccccc2[nH]1	9	846	-5%	-0.3%	4%	-5%	-18	6	1.1	.	.	.
Cc1ccc(S(=O)(=O)Nc2ccc(C(OC(=O)c3ccccc3[N+](=O)[O-])(C(F)(F)F)C(F)(F)F)cc2)cc1	-18	562	13%	6.0%	8%	15%	86*	16*	1.1	i	1.1	0.3%
O=C(/C=C/Nc1ccccc1)c1ccccc1	11	731	-2%	-1.3%	10%	2%	-5	-13	1.1	i	0.8	1.6%
CCn1c(SCC(=O)Nc2cc(OC)ccc2OC)nnc1C1CCCCC1	-9	734	3%	3.3%	-2%	9%	7	19	1.1	i	3.5	6.8%
CCOC(=O)Nc1cccc(Cl)c1C	.	.	-1%	1.2%	1%	1%	-3	-8	1.1	i	0.3	0.2%
Cc1cccc(CN2CCN(c3nc4nonc4nc3NC3CC3)CC2=O)c1	-4	710	-3%	0.0%	8%	-2%	8	9	1	i	0.0	0.1%
COc1ccc(C2(CNC(=O)c3ccc(OC)c([N+](=O)[O-])c3)CCOCC2)cc1OC	.	.	4%	-0.1%	9%	-6%	-13	-15	0.9	i	0.5	0.6%
O=C(O)CCCC(=O)Nc1ccccc1Br	1	715	20%	-1.2%	-7%	15%	-4	-10	1	i	1.1	1.8%
COc1ccc(CNC(=O)CN(C2CCCCC2)S(C)(=O)=O)cc1	-3	630	-4%	-1.2%	2%	-3%	5	15	1.1	i	0.8	4.5%
Cn1c(=O)cc(SCC(=O)NCCCN2CCN(c3ccc(F)cc3)CC2)c2ccccc21	.	.	1%	-0.6%	5%	-2%	-2	-13	1.1	i	1.0	0.9%
COCCCNc1nc2ccccc2nc1NS(=O)(=O)c1cccs1	.	.	9%	0.8%	11%	10%	4	12	1.1	i	0.7	2.3%
Cc1ccc(-n2cc(CN3CCN(Cc4nccn4C)CC3)c(-c3ccc(F)cc3)n2)cc1	-4	709	3%	4.4%	14%	11%	26	9	1	i	0.3	0.8%
CC(NC(=O)c1ccccc1Br)c1nnc(SCc2ccc([N+](=O)[O-])cc2)n1C (stereo unspecified)	.	.	2%	0.2%	-6%	-1%	13	-5	1	i	0.8	2.1%
Cc1ccc2[nH]c(=O)cc(C(=O)OCC(=O)c3ccc(F)cc3)c2c1	10	675	7%	0.1%	3%	-2%	-9	-19	1	i	0.5	0.2%
CC(=O)OC[C@H]1O[C@@H](O/N=C(\C)CCN2CCCCc3nc(C)c(C)cc32)[C@H](OC(C)=O)[C@@H](OC(C)=O)[C@@H]1OC(C)=O	3	626	4%	-1.0%	0%	-8%	2	-4	1	.	.	.
O=C(c1ccco1)N(Cc1cc2ccccc2[nH]c1=O)CC1CCCO1 (stereo unspecified)	14	754	-8%	0.0%	7%	-5%	-8	0	1.2	i	0.8	0.3%
c1cnc2ccc(C(c3nnnn3C3CCCCC3)N3CCCCC3)cc2c1 (stereo unspecified)	-13	734	10%	1.1%	6%	8%	8	-4	1	i	2.5	0.2%
O=C(Oc1cccc(C(=S)N2CCCCC2)c1)c1ccccc1	17	698	6%	.	6%	9%	60*	24*	1.1	i	0.4	-0.4%
CCc1nc(SCC(=O)Nc2cc(C)on2)n[nH]1	.	.	5%	-0.1%	-2%	7%	1	6	1	i	0.8	0.2%
CCOc1ccc(Nc2nc(Cl)nc(N3CCN(c4ccc(OC)cc4)CC3)n2)cc1	16	680	9%	0.1%	-4%	16%	19	-5	1	i	1.0	5.2%
CN(C)c1nc2c(c(=O)n(C)c(=O)n2C)n1Cc1ccccc1	.	.	0%	-1.3%	7%	-5%	-13	-5	1.2	i	1.2	2.6%
Nc1ccc(Br)cc1C(=O)O	-1	631	1%	-1.3%	4%	10%	-6	-1	1.1	i	0.3	0.1%
CCOc1ccccc1/C=N/NC(=O)c1cccc(Cl)c1	30	652	4%	5.7%	5%	3%	-4	-11	1.1	i	0.6	1.7%

Next part:
SMILES	Lipid droplet	Lipid droplet cells 6.5 µM	PMI inhibition	ER stress rescue	P. falciparum M1AAP	human PMI inhibition	WT yeast gro inh	WT yeast gro inh mutant strain	TNAP activators	Myeloid diff 2	Myeloid diff 2 GFP+ MAC1+ %	K1F lysis inhibition
COc1ccc(CCNCC(O)Cn2ccc3ccccc32)cc1OC (stereo unspecified)	14	682	.	.	0%	.	.	.	.	i	0.1	0.2%
O=c1cc(-c2ccccc2)[nH]c2[nH]n(-c3ccccc3)c(=O)c12	.	.	7%	-1.7%	11%	-4%	.	.	1.1	i	1.6	0.0%
CC1CCN(S(=O)(=O)c2cccc(S(=O)(=O)N3CCOCC3)c2)CC1	-1	615	-14%	-0.7%	0%	-6%	2	1	0.9	i	0.5	0.4%
CC12CCC(C(=O)Nc3cccc(Cl)c3)(C(Br)C1=O)C2(C)C (stereo unspecified)	-35	656	2%	-1.3%	1%	3%	1	-20	1.1	i	0.1	0.1%
CCCCOC(=O)Nc1ccc(S(=O)(=O)Nc2cc(C)nc(C)n2)cc1	9	668	-6%	-1.6%	0%	-3%	3	-1	1	i	2.6	-0.1%
O=C(/C=C/c1ccccc1Cl)NCc1ccco1	.	.	10%	-2.0%	1%	12%	4	7	1.1	i	6.5	1.4%
Cc1c(O)ccc(NC(=O)/C=C/c2ccccc2)c1C	1	650	7%	-1.0%	8%	-4%	-4	1	1.1	i	0.8	-0.2%
NS(=O)(=O)c1ccc(CCNC(=O)CSc2ccc(Cl)cc2)cc1	4	665	-2%	-0.5%	9%	9%	1	0	1.1	i	0.4	0.2%
COc1ccc(-c2nc3ccccc3s2)cc1NC(C)=O	19	699	-1%	4.5%	3%	-2%	3	7	1.1	i	0.3	1.4%
O=C(c1ccc([N+](=O)[O-])c(CS(=O)(=O)c2ccc(Cl)cc2)c1)N1CCCCC1	10	697	12%	-0.7%	5%	3%	-7	-18	1.1	i	0.9	-1.4%
Cc1cc(OCC(O)CNC(C)(C)C)ccc1Cl (stereo unspecified)	10	691	-3%	-11%	0%	-3%	-3	-2	1.1	i	0.1	.
COc1cc(NC(=O)CS(=O)(=O)c2ccccc2)cc(OC)c1OC	0	726	10%	0.9%	3%	12%	6	9	1.1	i	0.6	1.2%
CCOc1ccc(N(C(C)C(=O)Nc2cccnc2)S(C)(=O)=O)cc1 (stereo unspecified)	12	739	25%	-0.1%	7%	3%	-3	5	1.1	i	0.7	1.8%
O=C(N=Nc1c(O)n(Cc2ccccc2)c2ccccc12)c1ccncc1	-3	692	.	.	0%	.	.	.	.	i	0.8	0.4%
CCOC(=O)c1[nH]c(C)c(/C(O)=C2\C(=O)C(=O)N(CCN(C)C)C2c2ccco2)c1C (stereo unspecified)	-8	723	-10%	1.9%	.	-2%	.	.	1.1	i	0.8	-0.3%
O=C(NCCOC(=O)C1COc2ccccc2O1)C1COc2ccccc2O1 (stereo unspecified)	8	768	-2%	.	0%	3%	5	2	1.1	i	0.6	-0.1%
O=C1c2ccccc2CN1CCSC(=S)N1CCOCC1	0	638	-11%	-4.7%	8%	1%	2	-24	1	i	0.3	0.7%
CCOC(=O)N1CCC(NC(=O)CSCc2nc(-c3sccc3C)oc2C)CC1	.	.	8%	-0.1%	7%	7%	11	7	1.1	i	5.6	4.7%
COC(=O)c1ccccc1NC(=O)CCCn1nc([N+](=O)[O-])c(Br)c1C	-7	783	0%	-0.4%	4%	-6%	22	7	1.1	i	0.8	0.1%
Cc1nn(-c2nc3ccccc3s2)c(N)c1-c1ccccc1	9	767	6%	-3.8%	4%	12%	22	11	1.1	i	2.9	0.3%[50 µM]
COc1ccc(S(=O)(=O)N2CCC(C(=O)N3CCCCCC3)CC2)cc1	6	811	0%	-0.2%	2%	1%	7	1	1.1	i	1.3	-0.2%[50 µM]
Cc1ccc2[nH]c3c(c2c1)CN(C(=O)CN1CCSCC1)CC3	.	.	17%	1.4%	5%	9%	3	-8	1.1	.	.	.
CC(CC(=O)Nc1cc([N+](=O)[O-])ccc1Cl)c1ccccc1 (stereo unspecified)	.	.	8%	3.8%	9%	11%	9	-4	1.1	i	0.6	5.8%
COc1cc(OC)cc(C(=O)NC(=S)NCc2ccco2)c1	.	.	8%	0.2%	5%	11%	7	7	1.1	i	1.8	9.1%
Cc1cc(C)c2[nH]c(=O)c(CN(Cc3ccc4c(c3)OCO4)Cc3nnnn3C3CCCC3)cc2c1	-2	693	6%	2.1%	1%	17%	35	-3	1.1	i	1.3	6.4%

(more compounds)
SMILES	Lipid droplet	Lipid droplet cells 6.5 µM	PMI inhibition	ER stress rescue	P. falciparum M1AAP	human PMI inhibition	WT yeast gro inh	WT yeast gro inh mutant strain	TNAP activators	Myeloid diff 2	Myeloid diff 2 GFP+ MAC1+ %	K1F lysis inhibition
Cn1ccc(C(=O)N2CCCc3ccccc32)n1	.	.	5%	-2.3%	-5%	0%	-10	4	1	i	0.9	0.8%
N#Cc1c2n(c3c(=O)n(Cc4ccc(Cl)cc4)cnc13)CCCC2	.	.	4%	3.0%	8%	1%	0	6	1.1	i	0.2	0.1%
COCc1cc(C)nc(SCC(=O)NCc2ccco2)c1C#N	-2	766	3%	-1.5%	7%	14%	21	26	1.1	i	1.0	0.0%
O=C(Nc1ccccc1)Nc1cc(Cl)cc(Cl)c1	11	833	5%	-1.8%	-4%	10%	89*	78*	1.1	.	.	0.0%
O=C(Cn1c(=O)n(CCc2c[nH]c3ccccc23)c(=O)c2cccnc21)Nc1ccccc1F	0	742	3%	14%	8%	11%	26	-6	1.1	i	3.2	0.2%
C=C1CC2C=C(NC(C)=O)CC(C1)C2 (stereo unspecified)	.	.	13%	-0.8%	2%	2%	8	-35	1.1	i	0.6	2.6%

Screening data deposited in PubChem BioAssay by several laboratories.
